KLK7 zymogen act = activators of human kallikrein-7 zymogen; P49862; purified proKLK7, EDANS-DABCYL substrate fluorescence; 100% is mature enzyme control, 0% vehicle; activation, % at 7 µM; actives 0.9% (n = 370,000); AID 652039;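 active = activation above the mean of all tested compounds plus 3 SD, computed per campaign excluding outliers beyond control limits, cut at about 13% in these data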
Target sequence (P49862 whole entry, looked up): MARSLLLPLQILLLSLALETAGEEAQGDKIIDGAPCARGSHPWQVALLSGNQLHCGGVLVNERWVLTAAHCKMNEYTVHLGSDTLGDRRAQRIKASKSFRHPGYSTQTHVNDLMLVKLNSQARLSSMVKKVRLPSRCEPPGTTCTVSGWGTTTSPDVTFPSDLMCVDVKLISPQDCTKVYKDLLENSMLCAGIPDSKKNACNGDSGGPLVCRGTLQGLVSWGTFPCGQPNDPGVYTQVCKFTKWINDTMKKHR
PLCg1 inh = PLC-gamma1 (human) inhibition, primary screen; P19174; purified PLC-gamma1, fluorogenic substrate, fluorescence; inhibition, % at 12.2 µM; actives 0.84% (n = 370,000); AID 720700; in the data active = inhibition above about 9.5%
PLC-beta3 inh = inhibitors of human phospholipase C beta3; Q01970; Purified PLC-beta3, fluorogenic substrate, fluorescence; inhibition, % at 12.2 µM; actives 0.18% (n = 370,000); AID 720704; in the data active = inhibition above about 11%;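 also: 0% = median of compound wells on plate and 100% = full blocker control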
ARFGAP1 inhibitor = rat ARFGAP1 inhibition. Q62848. Arfgap1-stimulated ARF1 GTP hydrolysis, GDP FP detection. inhibition, % at 16.5 µM. actives 0.26% (n = 360,000);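 active = inhibition above a per-plate limit, mean inhibition of low control wells plus 3 SD, cut at about 25% in these data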;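 also: 0% = DMSO wells with enzyme and 100% = wells lacking Arfgap1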
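System: truncated rat Arfgap1 GAP domain / Medium: HEPES-based buffer, pH 7.5 / Also added: N-terminally truncated human ARF1-GTP substrate / Incubation: enzyme reaction 120 min at 25 °C after 20 min preincubation / Measured by: FP of antibody-bound GDP Alexa 633 tracer, ex 620/em 688 nm / Replicates: singlicate, each compound tested once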
ADAM17 inh = inhibits human ADAM17; P78536; recombinant ADAM17, EDANS/DABCYL FRET peptide cleavage; inhibition, % at 6.95 µM; actives 0.83% (n = 370,000); AID 720648;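 active = inhibition above the mean of compounds lying between control limits plus 3 SD, set per campaign, cut at about 8.5% in these data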;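 also: 0% = DMSO-only wells as the low control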
ASAP1 GAP inh = blocks human ASAP1-stimulated Arf1 GTP hydrolysis. GDP FP detection. Q9ULH1. inhibition, % at 16.5 µM. actives 0.19% (n = 360,000); in the data active = inhibition above about 25%;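 also: 0% = vehicle with enzyme and substrate and 100% = no enzyme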
Target sequence (Q9ULH1 325-724 limits assumed): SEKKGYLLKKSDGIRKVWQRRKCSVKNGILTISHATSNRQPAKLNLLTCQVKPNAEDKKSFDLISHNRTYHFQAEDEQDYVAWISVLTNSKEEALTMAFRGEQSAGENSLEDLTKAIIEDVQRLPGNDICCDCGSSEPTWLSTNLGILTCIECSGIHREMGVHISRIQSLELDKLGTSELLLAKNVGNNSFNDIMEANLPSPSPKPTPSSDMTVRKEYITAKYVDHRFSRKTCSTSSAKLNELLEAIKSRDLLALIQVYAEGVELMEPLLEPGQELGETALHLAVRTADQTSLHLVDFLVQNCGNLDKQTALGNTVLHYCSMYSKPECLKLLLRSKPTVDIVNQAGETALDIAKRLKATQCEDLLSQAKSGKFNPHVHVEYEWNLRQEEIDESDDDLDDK
UHRF1 MBD2 ctr = human UHRF1 methylated DNA binding inhibitors; UHRF1 binding to methylated oligo, TR-FRET; inhibition, % at 4.4 µM; Q96T88; actives 0.75% (n = 370,000); in the data active = inhibition above about 21%;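 also: UHRF1 SRA domain binding a hemimethylated CpG hairpin DNA probe; 0% = median of test compound wells and 100% = reference inhibitor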
Tn7 DDE FP = disrupts Tn7 cyclic peptide binding to fibrin D-Dimer-E complex. P02675. FP displacement of FITC-Tn7 peptide from fibrin DD(E); 0% = median of compound wells per plate. inhibition, % at 8.3 µM. actives 0.13% (n = 370,000);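 active = inhibition above the mean of compounds falling within the control limits plus 3 SD of them, cut at about 14% in these data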;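 also: 0% = plate median of compound wells and 100% = 10 µM Aha-Tn7 peptide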
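Assay system: Fibrin-DD(E) protein isolated from polymerized human fibrin clots; read-out basis: percent inhibition; medium: Tris/NaCl/CaCl2 buffer, pH 7.8; signal: FP measurement; incubation: 10 min plus 3 h, room temperature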
Tn6 DDE FP = DD(E)-Tn6 binding inhibition, primary FP screen; actives 0.21% (n = 370,000); inhibition, % at 8.3 µM; P02675; AID 720509; Fibrin DD(E) TRITC-Tn6 fluorescence polarization displacement;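 active = inhibition above a per-campaign cutoff: mean of compounds within control limits plus 3 SD, cut at about 15% in these data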;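 also: 0% = median of all compound wells on the plate and 100% = blocking peptide control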
MBD2 inh = blocks human MBD2 binding to methylated DNA; Q9UBB5; TR-FRET, MBD2 binding to methylated oligonucleotide; inhibition, % at 4.4 µM; actives 0.31% (n = 370,000); AID 686964; in the data active = inhibition above about 13%
Target sequence (Q9UBB5 whole entry, looked up): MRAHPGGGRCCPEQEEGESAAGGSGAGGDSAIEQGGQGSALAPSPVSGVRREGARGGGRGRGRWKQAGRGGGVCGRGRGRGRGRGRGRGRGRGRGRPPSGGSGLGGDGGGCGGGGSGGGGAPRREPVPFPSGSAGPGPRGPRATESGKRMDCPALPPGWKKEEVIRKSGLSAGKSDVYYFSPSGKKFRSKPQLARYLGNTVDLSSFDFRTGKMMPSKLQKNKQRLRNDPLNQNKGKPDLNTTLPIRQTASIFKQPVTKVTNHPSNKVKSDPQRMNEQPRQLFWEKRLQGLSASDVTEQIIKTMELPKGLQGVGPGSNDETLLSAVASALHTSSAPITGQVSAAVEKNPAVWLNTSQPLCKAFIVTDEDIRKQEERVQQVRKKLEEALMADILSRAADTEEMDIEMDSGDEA
Numbers without * were called inactive; i = inactive; x = not tested or not shown. Compounds as they come; about 4.1% have a hit in one of these screens.

SMILES	KLK7 zymogen act	PLCg1 inh	PLC-beta3 inh	ARFGAP1 inhibitor	ADAM17 inh	ASAP1 GAP inh	UHRF1 MBD2 ctr	Tn7 DDE FP	Tn6 DDE FP	MBD2 inh
Cc1cccc(C)c1NC(=S)N/N=C/c1ccc(OCCC(C)C)cc1	0.0	1	-1	-4	-3	-10	-1	3	2	0
CCCCNC(=O)c1onc(CSc2cccc3ccccc23)c1C(=O)O	0.3	-6	-8	-11	0	-20	-2	2	-1	0
O=C(O)c1[nH]c2ccc(Cl)cc2c1CC(=O)N1CCN(c2ccccc2)CC1	-0.8	-3	-4	-2	-1	-6	2	9	3	3
C=C[C@H]1[C@H](O[C@@H]2O[C@H](CO)[C@@H](O)[C@H](O)[C@H]2O)OC=C2C(=O)OCC[C@]21O	0.2	0	-1	12	-3	-5	3	-1	3	1
CCOC(=O)c1c(C)nc2c(c1C)/C(=N/O)CC(C)(C)C2	-0.1	-2	1	5	-1	-9	3	-3	-6	-3
Cc1ccc(C(C(=O)NC2CCCC2)N(Cc2ccc(F)cc2)C(=O)c2csnn2)o1 (configuration not stated)	0.2	-4	0	4	4	-7	-3	1	0	2
O=C(NCc1nc2ccccc2[nH]1)c1ccco1	-0.4	0	-3	1	0	-3	4	1	-2	-3
O=C1CCC[C@H]2C[C@H](NCc3ccc(F)cc3)CC[C@]23CCCN13	x	-1	-3	x	-4	x	0	1	-5	7
Cc1cc(C(=O)COC(=O)c2ccc3c(c2)NC(=O)CS3)c(C)n1CCc1ccc(Cl)cc1	-0.1	0	-4	-1	-2	-14	0	6	-7	-1
CC(NC(=O)c1cc2ccccc2o1)c1cccs1 (configuration not stated)	0.4	0	3	1	0	-14	0	2	3	-2
CCC(CC)C(=O)OCC(=O)Nc1cc(OC)c([N+](=O)[O-])cc1C	0.3	3	4	5	3	1	-5	-2	5	3
Cc1cccc(CC(=O)NCCN2CCOCC2)c1	-0.6	-1	-11	-3	-2	-11	1	6	6	4
CCN(Cc1ccccc1)S(=O)(=O)c1cc(C(=O)NCC2CCCCC2)ccc1OC	0.5	2	2	7	7	8	-4	-4	6	-5
COC(=O)C1=CN(Cc2ccc(OC)c(OC)c2)C=C(C(=O)OC)C1c1cccc(O)c1	17*	i	i	-5	i	13	0	-1	1	-1
O=S(=O)(Nc1ccc(N2CCOCC2)cc1)c1ccc(F)cc1	-0.5	2	-6	1	-6	-7	3	-3	2	0
COc1ccccc1NC(=O)CSc1ccc2nnc(CCNC(=O)c3ccccc3)n2n1	-0.2	-1	-3	7	-5	-5	-1	-8	-10	0
Cn1c(=O)c(=O)n(C)c2cc(N3CCCC3)c(NS(=O)(=O)c3ccc(Cl)cc3)cc21	-0.7	-66	-98	-2	-16	6	6	-8	0	-2
CCN(C(=O)COC(=O)Cc1c[nH]c2ccccc12)C1CCS(=O)(=O)C1 (configuration not stated)	-0.3	5	0	2	2	8	2	-2	-8	1
COC(=O)c1ccc(C(C(=O)NCc2ccccc2)N(Cc2ccco2)C(=O)c2cnccn2)cc1 (configuration not stated)	-0.3	-23	-23	-8	-14	-14	-2	1	-8	4
Cc1cccc(CSCCNC(=O)c2ccc(N(C)S(=O)(=O)c3ccccc3)cc2)c1	0.4	-1	-4	8	11*	11	-1	-1	0	2
O=c1c(C/C=C/c2ccccc2)c(O)nc2n1CCCS2	-0.4	-4	1	0	-4	-1	-1	-2	4	1
NS(=O)(=O)c1cccc(NC(=O)c2cccc3c(Br)cccc23)c1	0.5	-1	-9	7	3	-9	4	-6	-1	-4
COc1ccc(C(=O)N2CCC(=O)N(C(CO)Cc3ccccc3)CC2)cc1 (configuration not stated)	0.8	0	1	-6	-4	-10	-2	5	5	-1
COc1cc(CNC(=O)c2cc(-c3cc(C)cc(F)c3)n[nH]2)cc(OC)c1	0.1	1	2	4	3	7	-1	-3	-8	-5
COc1cc2c(cc1OC)C(C(=O)NC(C)c1ccccc1)CC(=O)N2 (configuration not stated)	-0.3	-3	-6	6	-5	10	-1	6	13	-2
New compounds follow:
SMILES	KLK7 zymogen act	PLCg1 inh	PLC-beta3 inh	ARFGAP1 inhibitor	ADAM17 inh	ASAP1 GAP inh	UHRF1 MBD2 ctr	Tn7 DDE FP	Tn6 DDE FP	MBD2 inh
O=C(Nc1ccccc1)OCCNC(=O)c1cccc(Br)c1	-0.2	2	-1	-4	0	-7	0	8	5	-5
CC1CC(C)CN(CCC(=O)Nc2ccc(Br)cc2)C1 (configuration not stated)	0.4	-1	-4	8	-2	-9	2	-3	6	0
O=C(Cc1ccccc1)NC1(O)C(=O)c2ccccc2C1=O	1.1	0	-3	27*	0	14	-9	-7	1	-8
COC(=O)[C@]12C[C@H](CC(=O)NCc3cccc(C(F)(F)F)c3)C(=O)N(Cc3ccc(Cl)cc3Cl)C1=C[C@H](C(C)(C)C)O[C@@H]2C	0.2	-2	0	x	-1	x	-2	8	2	-3
O=[N+]([O-])c1cccc(CN2CCN(c3cccc4[nH]ccc34)CC2)c1	-0.6	5	-3	-1	-3	-5	-3	-4	-4	3
CSc1nc(N)nc(SCCS(=O)(=O)c2ccc(Cl)cc2)c1C#N	-0.4	-1	-1	-6	0	6	-1	-4	0	-2
Nc1ncnc(Oc2cccc(C(F)(F)F)c2)c1[N+](=O)[O-]	-0.6	2	-2	14	-9	6	1	1	4	6
O=S1(=O)N=C(c2ccccc2)c2ccccc21	0.6	3	-4	-9	1	3	-4	-2	1	-7
Fc1cccc(CCN2CCNC[C@@H]2CC2CCCCC2)c1	1.0	2	1	4	-2	19	13	7	7	3
COc1ccc(-n2cnnc2SCC(=O)NC2CCCc3ccccc32)cc1 (configuration not stated)	0.0	0	-1	-5	-5	9	2	-2	-2	-2
CCOc1ccccc1C(=O)Nc1nnc(C(C)C)s1	-0.5	0	-1	-2	-4	-1	1	-7	2	-4
O=c1c2ccccc2nc2sc3ccccc3n12	0.6	-2	-2	3	-14	-8	-3	3	-7	1
CCOC(=O)c1c(NC(=O)c2cccs2)sc2c1CCC2	0.1	-12	-12	-1	-2	-14	-5	11	0	-7
CC[C@@H](NCCCn1cnc2c(SC)ncnc21)c1ccccc1	0.6	0	1	18	-2	-10	-1	0	-7	1
COc1ccc2oc(C(=O)OCC(=O)NCCc3ccccc3)c(C)c2c1	-2.2	-110	-135	3	-57	-11	0	3	2	4
Fc1cccc(Cl)c1Cn1ncc2ccccc21	0.3	-1	-4	-5	-3	-2	-1	5	-2	-3
CCCc1nnc(NC(=O)CN2CCOCC2)s1	0.2	5	3	6	3	13	3	1	-7	-4
CC(C)(C)C1CCC(C(=O)Nc2ccc(N3CCOCC3)cc2N2CCOCC2)CC1 (configuration not stated)	0.2	1	-7	0	-5	10	-4	4	4	4
CCN(CC)C(=O)CC[C@@H]1CC[C@]2(CCCN(Cc3ccc(Cl)cc3)C2)O1	-0.1	-2	5	x	-1	x	-1	-1	3	0
CCOC(=O)C[C@H]1c2ccccc2S(=O)(=O)N1Cc1cccc(C(F)(F)F)c1	-0.4	1	2	5	1	-4	0	-4	6	-2
Clc1ccc(-c2nnc3n2CCCCC3)cc1	-0.1	1	1	-15	-1	9	-2	-4	-1	-1
CC(C)N1CCC(N2CCN(Cc3ccc4nonc4c3)CC2CCO)CC1 (configuration not stated)	0.5	1	-10	4	-3	15	-2	-12	-8	0
Cc1ccc(NC(=O)c2cc(S(=O)(=O)N3CCCCC3)ccc2N2CCOCC2)c(C)c1	0.3	9	0	1	-7	7	6	4	-7	11
Cc1ccc(CCNC(=O)C2CCCN(C(=O)c3cc4sccc4n3C)C2)cc1 (configuration not stated)	0.5	4	0	4	1	-7	6	1	-2	3
Cc1ccc(C)c(N2CCN(C(=O)c3ccc(CS(=O)Cc4ccc(Cl)cc4)o3)CC2)c1 (configuration not stated)	0.1	-1	-14	-3	5	10	1	-9	-4	6

5 structures already listed, arranged by SMILES length, low to high:
SMILES	KLK7 zymogen act	PLCg1 inh	PLC-beta3 inh	ARFGAP1 inhibitor	ADAM17 inh	ASAP1 GAP inh	UHRF1 MBD2 ctr	Tn7 DDE FP	Tn6 DDE FP	MBD2 inh
CCCc1nnc(NC(=O)CN2CCOCC2)s1	0.2	5	3	6	3	13	3	1	-7	-4
O=S1(=O)N=C(c2ccccc2)c2ccccc21	0.6	3	-4	-9	1	3	-4	-2	1	-7
CCOc1ccccc1C(=O)Nc1nnc(C(C)C)s1	-0.5	0	-1	-2	-4	-1	1	-7	2	-4
Cc1ccc(CCNC(=O)C2CCCN(C(=O)c3cc4sccc4n3C)C2)cc1 (configuration not stated)	0.5	4	0	4	1	-7	6	1	-2	3
CCN(CC)C(=O)CC[C@@H]1CC[C@]2(CCCN(Cc3ccc(Cl)cc3)C2)O1	-0.1	-2	5	x	-1	x	-1	-1	3	0

(continued)
SMILES	KLK7 zymogen act	PLCg1 inh	PLC-beta3 inh	ARFGAP1 inhibitor	ADAM17 inh	ASAP1 GAP inh	UHRF1 MBD2 ctr	Tn7 DDE FP	Tn6 DDE FP	MBD2 inh
COc1ccc(NC(=O)c2ccc(Cl)cc2)c[n+]1[O-]	-0.4	5	3	3	1	8	0	-5	-6	1
CCCCc1nnc2c(N(C)S(=O)(=O)c3ccc(C)cc3)nc3ccccc3n12	-0.1	7	1	-1	2	-6	4	4	0	3
CCN(CC)S(=O)(=O)c1ccc(C)c(NC(=O)CNCCN(C(C)C)C(C)C)c1	0.2	0	-3	5	-5	5	1	-2	1	4
COc1ccc(C(=O)c2ccc(Cl)c([N+](=O)[O-])c2)cc1	-0.8	-2	1	0	1	0	3	5	11	6
COc1ccccc1CN1C(=O)C2CC=CCC2C1=O (configuration not stated)	-0.2	-2	-2	-1	-1	-8	3	4	-8	-1
CCN(CC)CCCN1C(=O)C2=C(C1=O)C1N(C)c3ccccc3[C@@]13C[C@@H](CO)N(C(=O)CCC(=O)OC)C3=N2 (some centres not stated)	0.4	0	1	x	-3	x	3	4	7	2
Cc1ccc(CN2CC(C(=O)N3CC=C(c4ccccc4)CC3)CC2=O)cc1 (configuration not stated)	0.8	1	-3	-3	-2	-14	-4	-1	-4	-4
Cc1ccc2c(c1)N(C(=O)CCC(=O)Nc1ccccc1Br)CC(C)O2 (configuration not stated)	-0.8	4	4	8	3	-4	3	1	1	-1
Cc1c(NC(=O)/C(=C\c2ccccc2)NC(=O)c2ccccc2)c(=O)n(-c2ccccc2)n1C	0.3	3	5	3	2	-10	-3	-8	1	0
CCCCOc1ccc(C(=S)N2CCC(C(N)=O)CC2)cc1	0.1	2	2	18	-1	8	-2	7	-2	-4
NC(=O)Nc1ccc(Oc2c(F)c(F)c(F)c(F)c2F)cc1	-0.2	2	4	9	-1	-5	3	5	0	-5
CCc1ccccc1NC(=O)C1CCN(C(=O)N2CCOc3ccccc32)CC1	-0.3	0	4	-9	-2	-4	-2	-2	3	2
CCCc1nc2n[nH]c(N)c2c2c1CCCC2	0.3	-6	-7	-1	-1	-13	-2	5	0	-1
COc1ccccc1C(=O)N/C(=C/c1ccc(Br)cc1)C(=O)N1CCOCC1	0.6	2	-2	9	-6	8	0	2	4	1
COC(=O)c1cc(C(=O)N2CCN(c3cccc(Cl)c3)CC2)cc([N+](=O)[O-])c1	0.6	4	1	2	2	15	1	-8	2	1

Screening results from PubChem BioAssay.
